High-throughput results from PubChem.
MITF act – increases MITF-driven TRPM1 promoter luciferase signal | SK-MEL-5 TRPM1-promoter luciferase, 24 h; % of positive control, neutral wells = 0 | activation, % at 12.5 µM | 0.75% of 300,000 active | AID 588334;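 active means mean activation of at least 80% with every replicate also reaching 80%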;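 further: 0% = neutral control wells and 100% = parthenolide positive control wells; values of inactives mirror those of a sister screen read the other way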
dFosB act – activators of mouse delta FosB homodimer | purified delta FosB, TAMRA-CDK5 oligo fluorescence polarization; percent of positive-control signal above neutral wells | activation, % at 25 µM | AID 493131 | P13346 | 0.99% of 340,000 active;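 active means mean activation above about 17%, with every replicate also reaching it, limit read from the data, passing the limit was not always enough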;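 further: fluorescence polarization rise as delta FosB binds a TAMRA Cdk5 AP-1 oligo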
Target sequence (P13346 whole entry, looked up): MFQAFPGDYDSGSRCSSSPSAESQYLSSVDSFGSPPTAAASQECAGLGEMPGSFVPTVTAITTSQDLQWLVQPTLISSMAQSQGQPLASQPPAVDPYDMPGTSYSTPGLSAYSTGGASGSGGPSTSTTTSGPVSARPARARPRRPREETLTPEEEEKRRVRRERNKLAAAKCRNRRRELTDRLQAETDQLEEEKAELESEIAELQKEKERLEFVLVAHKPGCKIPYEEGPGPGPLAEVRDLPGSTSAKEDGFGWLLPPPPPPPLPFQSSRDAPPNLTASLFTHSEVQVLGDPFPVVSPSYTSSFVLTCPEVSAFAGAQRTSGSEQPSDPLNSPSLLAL
PvdQ inh – P. aeruginosa PvdQ acylase inhibition; purified PvdQ acylase, fluorescence plate reader; inhibition, % at 10 µM; 0.063% of 340,000 active; AID 488965; in the data active means inhibition above about 30%, passing the limit was not always enough;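 further: 0% = vehicle neutral wells and 100% = reference inhibitor wells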
Wnt bcat act – Wnt/beta-catenin pathway activation. Wnt/beta-catenin reporter cell assay, activator, plate reader. activation, % at 9.35 µM. 1.2% of 300,000 active. AID 743398; in the data active means activation above about 30%, passing the limit was not always enough;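 further: 0% = neutral control wells and 100% = positive control wells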
cardiac RTF act – cardiac RTF calcium sensitization. P19429+P45379. activation, % at 7.2 µM. AID 493008. 0.24% of 340,000 active. IANBD-labeled TnC RTF fluorescence at EC20 calcium; 0% EC20 calcium, 100% full calcium;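 active means activation above the mean over all tested compounds plus 3 SD, cut at about 30% in these data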;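 further: rise in fluorescence read as greater calcium sensitivity of cardiac thin filaments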
Rtt109 HAT inh – C. albicans Rtt109 histone acetyltransferase inhibition; Q5AAJ8; AID 540336; purified Rtt109/Vps75, ThioGlo CoA-SH fluorescence, 4 h; inhibition, % at 34.9 µM; 0.16% of 330,000 active;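 active means inhibition of at least 50% in every replicate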
Target sequence (Q5AAJ8 whole entry, looked up): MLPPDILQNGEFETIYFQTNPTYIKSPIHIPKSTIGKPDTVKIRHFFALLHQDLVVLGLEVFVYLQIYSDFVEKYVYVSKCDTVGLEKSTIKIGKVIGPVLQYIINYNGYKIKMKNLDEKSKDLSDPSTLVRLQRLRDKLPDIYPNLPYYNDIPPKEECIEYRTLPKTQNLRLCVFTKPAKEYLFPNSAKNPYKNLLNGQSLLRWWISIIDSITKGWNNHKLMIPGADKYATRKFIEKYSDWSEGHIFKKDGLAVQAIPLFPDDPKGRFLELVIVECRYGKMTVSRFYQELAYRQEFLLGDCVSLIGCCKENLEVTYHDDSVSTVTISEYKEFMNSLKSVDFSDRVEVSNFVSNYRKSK
HTR5A ag – counter-screen for OPRM1-OPRD1 agonists: human HTR5A agonism; HTR5A agonist assay, luminescence, cell-based; AID 504692; activation, % at 9.3 µM; 0.61% of 340,000 active; in the data active means activation mostly above about 9.5%, no sharp cut-off; inactive means mostly below about 7.6%;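 further: 0% = cells with vehicle only and 100% = reference agonist; strong numbers were not always called active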
Target sequence (P47898 whole entry, looked up): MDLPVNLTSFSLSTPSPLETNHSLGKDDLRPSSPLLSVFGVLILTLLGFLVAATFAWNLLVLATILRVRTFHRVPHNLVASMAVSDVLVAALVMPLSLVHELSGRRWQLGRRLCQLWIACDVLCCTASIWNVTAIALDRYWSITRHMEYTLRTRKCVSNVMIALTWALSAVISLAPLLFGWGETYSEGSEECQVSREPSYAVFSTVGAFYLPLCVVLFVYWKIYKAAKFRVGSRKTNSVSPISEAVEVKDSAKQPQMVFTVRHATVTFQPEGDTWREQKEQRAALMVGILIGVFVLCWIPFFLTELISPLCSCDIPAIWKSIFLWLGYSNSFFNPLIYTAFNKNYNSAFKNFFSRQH
CDK5 p35 inh – blocks human CDK5/p35 kinase activity; 0.01% of 330,000 active; Recombinant CDK5/p35, ADP-Glo luminescence, 60 min; Q00535+Q15078; AID 488839; inhibition, % at 10 µM;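 active means highest replicate inhibition of at least 50% and at least 75% of replicates reaching 50%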;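 further: plate controls were DMSO neutral control for no effect and GW8510 at 10 µM for full effect; many of its hits are not listed in these tables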
SR-BI DiI inh – blocks mouse SR-BI lipid uptake from DiI-HDL; ldlA[mSR-BI] CHO cells, DiI-HDL uptake fluorescence, 3 h; inhibition, % at 12.5 µM; 0.96% of 320,000 active; AID 488896;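 active means mean replicate inhibition of at least 70% and a set share of replicates each scoring 70 or more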;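 further: 0% = median of neutral control wells and 100% = median of positive control wells; values of inactives mirror those of a sister screen read the other way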
SR-BI uptake up – SR-BI HDL lipid transfer activation. AID 504775. activation, % at 12.5 µM. CHO ldlA[mSR-BI] cells, DiI-HDL uptake fluorescence, 3 h; 100 = double the neutral-control signal. 0.096% of 320,000 active;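 active means mean replicate activation of at least 60% and every replicate at or above 60%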;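 further: 0% = median plate neutral-control signal and 100% = twice that signal; values of inactives mirror those of a sister screen read the other way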
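Material: SR-BI-overexpressing, LDLR-lacking CHO cells; schedule: compound exposure 3 h, 37 °C; reagent: DiI-labelled HDL at 10 µg/mL final; technique: bottom-read fluorescence, 550/595 nm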
Active calls of the source: *; nt = no result given.

SMILES	MITF act	dFosB act	PvdQ inh	Wnt bcat act	cardiac RTF act	Rtt109 HAT inh	HTR5A ag	CDK5 p35 inh	SR-BI DiI inh	SR-BI uptake up
O=C(O)CSCC(=O)N1N=C2/C(=C/c3ccccc3)CCCC2C1c1ccccc1 (stereo not given)	-24	-6	-9	-5	-6	-7	4	-6.1	nt	nt
Cc1cc(OCC(=O)NCc2ccccn2)c2c(C)c(Cc3ccccc3)c(=O)oc2c1	-18	1	-2	-1	-2	-3	-1	-1.5	20	-20
COc1ccc(N(CC(=O)N/N=C/c2ccc(F)cc2)S(=O)(=O)c2ccccc2)cc1	3	-20	-21	1	-2	-7	-4	-0.2	-5	5
Cc1ccc(C(C)C)c(OCC(=O)Nc2ccc3c(c2)nc(CN2CCCC2)n3C)c1	-5	-8	-12	nt	2	3	0	0.8	23	-23
CC(=O)NCC1(O)CCCC(C)C1 (stereo not given)	1	2	5	41*	0	nt	5	3.3	nt	nt
CN(C)c1nc(N)nc(-c2cccnc2)n1	5	-2	-5	nt	-5	2	-1	-0.7	4	-4
COc1ccc(OC)c2[nH]c(=O)c(CCNC(=O)C(C)C)cc12	nt	-1	4	0	-3	8	2	-2.9	-11	13
COc1cc(C(=O)NCC2(N(C)C)CCCCC2)ccc1OCc1ccccc1	24	-10	5	-1	-6	-2	13	-2.7	nt	nt
CCOc1ncnc2c1sc1nc(C)cc(C)c12	nt	-1	-1	8	1	-3	2	1.8	-9	9
Cc1ccc(C)c(C(=O)O/N=C(\N)c2ccc(Br)cc2)c1	nt	-12	-11	26	4	-35	0	2.5	13	-13
COc1cc(C(=O)Nc2ccc(N3CCOCC3)cc2)ccc1OCc1c(C)noc1C	16	5	1	7	7	-10	0	0.6	61	-61
O=C(NC1C2CCCC1CN(C1CC1)C2)c1ccc(Cl)cc1 (stereo not given)	nt	-9	-20	-1	-1	14	0	1.3	-11	11
CSCCC(NC(=O)c1ccco1)C(=O)N(C)CC(=O)Nc1ccccc1Br (stereo not given)	-6	2	-6	-2	-1	5	-6	0.4	-12	12
COC(OC)C12c3ccccc3C(c3ccccc31)C1C(=O)N(c3cccnc3)C(=O)C12 (stereo not given)	-4	-7	16	-3	-1	2	0	1.8	35	-35
Cc1ccc(OCCn2cc(C=O)c3ccccc32)cc1	4	-9	12	-2	4	-5	9	-0.5	-6	6
CCOC(=O)N/N=C/c1c(C)nn(-c2ccccc2Cl)c1Cl	54	-2	3	nt	2	6	-1	-0.3	23	-23
COc1cc2c(cc1OC)C(c1cccc(Br)c1)NC(=O)C2 (stereo not given)	6	-10	8	0	1	8	8	1.5	-25	25
O=C(Cc1ccc([N+](=O)[O-])cc1)Nc1ccc(C(=O)N2CCOCC2)cc1	-5	-5	-5	-3	7	4	1	-3.7	6	-6
CCC1CCCCN1S(=O)(=O)c1ccc(C(=O)Nc2nnc(-c3ccccc3Cl)o2)cc1 (stereo not given)	-33	-5	-22	nt	1	0	3	0.2	3	-3
Cc1nnc(SCC(=O)Nc2cc(C(N)=O)cc(C(N)=O)c2)n1-c1ccccc1	-3	-7	2	-1	-5	-17	0	-1.5	nt	nt

Brought forward from above: two compounds, followed by the next part.
SMILES	MITF act	dFosB act	PvdQ inh	Wnt bcat act	cardiac RTF act	Rtt109 HAT inh	HTR5A ag	CDK5 p35 inh	SR-BI DiI inh	SR-BI uptake up
CCC1CCCCN1S(=O)(=O)c1ccc(C(=O)Nc2nnc(-c3ccccc3Cl)o2)cc1 (stereo not given)	-33	-5	-22	nt	1	0	3	0.2	3	-3
Cc1nnc(SCC(=O)Nc2cc(C(N)=O)cc(C(N)=O)c2)n1-c1ccccc1	-3	-7	2	-1	-5	-17	0	-1.5	nt	nt
CCOC(=O)[C@H]1[C@H]2COc3ccc(OC)cc3[C@@H]2N2C(=O)c3cc(C)ccc3NC(=O)[C@@]12C	-5	1	-1	-2	-4	16	2	-1.2	-5	5
CCOc1ccc(N(CC(=O)Nc2ccc(C)cc2)S(=O)(=O)c2c(C)[nH]c(=O)[nH]c2=O)cc1	-14	-9	-3	1	-4	7	5	-0.7	nt	nt
CCOC(=O)Cc1csc(Nc2ccc(Cl)cc2)n1	11	7	2	-2	-5	3	0	0.6	9	-9
CN(C)CCCNc1ncnc2c1cnn2-c1ccccc1	35	-17	5	9	-2	8	-2	1.6	2	1
CC(C)(C)N(NC(=O)c1ccccc1)C(=O)c1cccc(C(=O)N(NC(=O)c2ccccc2)C(C)(C)C)c1	4	-7	7	nt	-2	33	-4	-0.9	1	-1
COc1ccc(-c2cc(C(=O)N(C)Cc3ccccc3)no2)cc1OC	12	-6	1	-1	10	-1	4	1.1	23	-23
O=C(CSc1nc2ccccc2[nH]1)Nc1ccc2[nH]c(=O)[nH]c2c1	-9	-1	-14	1	4	4	4	1.7	18	-18
COc1ccc(CN(C(C)=O)c2ccccc2C(=O)O)cc1	-2	0	-18	16	0	-7	-2	2.4	-1	1
Cc1ccc(NC(=O)C2COc3ccccc3O2)nc1 (stereo not given)	30	-2	-14	-3	0	-35	6	-0.5	-14	14
Cc1ccnc(SCC(=O)Nc2cc(C)on2)n1	-3	-2	-11	0	-3	1	1	-2.9	14	-14
Cc1[nH]c2ccc(C(=O)O)cc2c1C	-2	1	-6	-1	5	8	-2	1.9	9	-9
COc1ccc(CC(=O)N(Cc2ccccc2)C(C)C)cc1	nt	0	-5	-1	-5	-2	0	0.9	-20	20
CC(C)n1c(SCC(=O)NC2CC2)nnc1-c1ccco1	0	3	-10	-1	1	-5	1	1.4	1	-1
CCn1c(Cn2nnc(-c3ccccc3)n2)nnc1SCC(=O)Nc1cccc(C)c1C	-4	-11	-6	nt	1	12	-2	-2.1	76*	-76
COC(=O)Cc1nnc(NC(=O)c2ccccc2)s1	12	1	-9	nt	3	-26	1	-0.2	-15	15
COCCN(C(=O)CCC(=O)Nc1cc(C)on1)C(C(=O)NC(C)(C)C)c1ccc(OC)cc1 (stereo not given)	-5	-3	-9	-1	-1	-2	-1	-2.2	0	0
Cc1nc2ccccc2c(=O)[nH]1	4	-7	-13	-2	-1	5	-2	1.9	0	nt
CCOC(=O)c1cc(CC)sc1NC(=O)c1cc([N+](=O)[O-])ccc1N1CCOCC1	nt	-7	-7	-13	4	-3	3	1.2	13	-13
COc1ccc(CC(=O)Nc2cccc(SC)c2)cc1OC	-13	0	-6	-1	7	-1	3	-0.4	6	-6
COc1ccc(/C(C)=N/NC(=O)c2nnn(-c3nonc3N)c2-c2cccs2)cc1OC	-5	5	-4	1	-1	-11	-6	1.0	20	-20
NC(=O)CC(NC(=O)Cc1cccc2ccccc12)c1ccc(NC2CCCC2)c([N+](=O)[O-])c1 (stereo not given)	2	1	-14	-1	4	-12	7	-1.0	-8	8
C=CCc1ccc(OCCn2cncn2)c(OC)c1	-1	7	10	0	1	0	2	-1.7	-6	6
CCOC(=O)c1c(-c2ccccc2)csc1NC(=O)c1cc(S(=O)(=O)N2CCOCC2)ccc1C	-2	-4	-9	-10	-2	-3	5	1.0	16	-16
Cn1c2c(c(=O)n(C)c1=O)C1c3ccccc3OCC1C(C)(C)O2 (stereo not given)	3	3	16	-4	-2	4	-5	3.2	-3	3
CN1C(=O)C(O)(CC(=O)c2ccccc2O)c2cc(Br)ccc21 (stereo not given)	-23	-4	-16	-2	8	1	-1	-0.6	-8	9
O=C(Nc1ccc(S(=O)(=O)Nc2ccccn2)cc1)c1ccc(Cl)cc1Cl	16	-15	-13	-2	2	-4	-3	1.9	14	-14
COc1cccc(C2/C(=C(\O)c3ccc4c(c3)OCCO4)C(=O)C(=O)N2CCN(C)C)c1 (stereo not given)	8	-6	-10	-3	-1	3	-2	-2.3	-1	1
Cc1ccc(S(=O)(=O)N(C)C)cc1NC(=O)CN1c2cccc3cccc(c23)S1(=O)=O	1	3	-27	22	-5	-2	2	0.6	16	-16
COc1cccc(OCC(O)CNC(=O)c2oc3c(C)c(C)ccc3c2C)c1 (stereo not given)	-5	-9	-11	-1	-3	0	0	0.9	-7	7
CC(/C=C/c1ccccc1)=N\NC(=O)c1ccncc1	-2	-2	-6	nt	-4	nt	6	-0.7	-26	26
CC(=O)Nc1ccc(-c2cn3cc(C)ccc3n2)cc1	14	-8	10	nt	2	13	3	3.8	3	-3
CCOc1ccc(CCNC(=O)COC(=O)/C=C/c2ccc(OCC#N)c(OC)c2)cc1OCC	2	-1	-5	-3	-8	-12	1	nt	-6	6
CN1CCN(c2oc(-c3ccccc3)nc2S(=O)(=O)c2ccccc2)CC1	-6	1	3	-3	-6	13	-1	-0.2	-21	21
COc1cccc(N2CCN(C3CC(=O)N(c4ccc(Cl)c(Cl)c4)C3=O)CC2)c1 (stereo not given)	7	-12	-14	-7	-2	1	9	1.4	2	-2
O=C(CC12CC3CC(CC(C3)C1)C2)Nc1nncs1	-1	-8	8	0	-6	8	4	-2.0	5	-5
C=CCN1C(=O)[C@@H]2Cc3c([nH]c4ccccc34)C(c3cc(OC)c(OC)c(OC)c3)N2C1=S (stereo not given in full)	-7	-4	4	1	12	5	2	1.7	18	-18
Cc1ccc(/C=N/n2c(-c3cccnc3)n[nH]c2=S)o1	nt	0	-9	4	nt	5	nt	0.7	-17	17

Compound profiles (already shown):
`COc1cccc(C2/C(=C(\O)c3ccc4c(c3)OCCO4)C(=O)C(=O)N2CCN(C)C)c1` (stereo not given) reads MITF act: 8; dFosB act: -6; PvdQ inh: -10; Wnt bcat act: -3; cardiac RTF act: -1; Rtt109 HAT inh: 3; HTR5A ag: -2; CDK5 p35 inh: -2.3; SR-BI DiI inh: -1; SR-BI uptake up: 1
`CC(=O)Nc1ccc(-c2cn3cc(C)ccc3n2)cc1` reads MITF act: 14; dFosB act: -8; PvdQ inh: 10; Wnt bcat act: nt; cardiac RTF act: 2; Rtt109 HAT inh: 13; HTR5A ag: 3; CDK5 p35 inh: 3.8; SR-BI DiI inh: 3; SR-BI uptake up: -3
`CC(/C=C/c1ccccc1)=N\NC(=O)c1ccncc1` reads MITF act: -2; dFosB act: -2; PvdQ inh: -6; Wnt bcat act: nt; cardiac RTF act: -4; Rtt109 HAT inh: nt; HTR5A ag: 6; CDK5 p35 inh: -0.7; SR-BI DiI inh: -26; SR-BI uptake up: 26

3 compounds from above, arranged by molecular weight, low to high.
SMILES	MITF act	dFosB act	PvdQ inh	Wnt bcat act	cardiac RTF act	Rtt109 HAT inh	HTR5A ag	CDK5 p35 inh	SR-BI DiI inh	SR-BI uptake up
COc1ccc(-c2cc(C(=O)N(C)Cc3ccccc3)no2)cc1OC	12	-6	1	-1	10	-1	4	1.1	23	-23
COc1cccc(N2CCN(C3CC(=O)N(c4ccc(Cl)c(Cl)c4)C3=O)CC2)c1 (stereo not given)	7	-12	-14	-7	-2	1	9	1.4	2	-2
COc1ccc(N(CC(=O)N/N=C/c2ccc(F)cc2)S(=O)(=O)c2ccccc2)cc1	3	-20	-21	1	-2	-7	-4	-0.2	-5	5
